DAX1 inh-1: DAX1 (NR0B1) inhibition, primary screen; HEK293T StAR-luciferase reporter, SF-1/DAX-1 repression relief; inhibition, % at 6.8 µM; actives 1.1% (n = 370,000); AID 652010;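 active = inhibition above the mean over all tested compounds plus 3 SD, cut at about 3.6% in these data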;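 also: 0% = DAX-1 cells with DMSO and 100% = cells lacking DAX-1 with DMSO; higher inhibition means more luminescence from relief of DAX-1 repression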
hcDAF12 agonist: H. contortus DAF-12 activation, primary screen. HEK293 hcDAF-12 lit1-tk-luc reporter, luminescence; 0% DMSO, 100% Δ7-dafachronic acid. activation, % at 6.8 µM. actives 1.4% (n = 370,000);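 active = activation above the mean of all tested compounds plus 3 SD, cut at about 5.5% in these data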;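 also: 100% = response to 3 µM Δ7-dafachronic acid high control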
ADAM10 inh: ADAM10 inhibition, QFRET primary screen | O14672 | recombinant ADAM10, EDANS/DABCYL FRET peptide cleavage, 3 h | inhibition, % at 7 µM | actives 0.62% (n = 370,000) | AID 720582;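 active = inhibition above a per-campaign cutoff equal to the mean of compounds falling between control-based bounds plus 3 SD, cut at about 20% in these data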;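 also: 0% = DMSO wells while the 100% control is not disclosed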
Target sequence (O14672 214-748 limits assumed): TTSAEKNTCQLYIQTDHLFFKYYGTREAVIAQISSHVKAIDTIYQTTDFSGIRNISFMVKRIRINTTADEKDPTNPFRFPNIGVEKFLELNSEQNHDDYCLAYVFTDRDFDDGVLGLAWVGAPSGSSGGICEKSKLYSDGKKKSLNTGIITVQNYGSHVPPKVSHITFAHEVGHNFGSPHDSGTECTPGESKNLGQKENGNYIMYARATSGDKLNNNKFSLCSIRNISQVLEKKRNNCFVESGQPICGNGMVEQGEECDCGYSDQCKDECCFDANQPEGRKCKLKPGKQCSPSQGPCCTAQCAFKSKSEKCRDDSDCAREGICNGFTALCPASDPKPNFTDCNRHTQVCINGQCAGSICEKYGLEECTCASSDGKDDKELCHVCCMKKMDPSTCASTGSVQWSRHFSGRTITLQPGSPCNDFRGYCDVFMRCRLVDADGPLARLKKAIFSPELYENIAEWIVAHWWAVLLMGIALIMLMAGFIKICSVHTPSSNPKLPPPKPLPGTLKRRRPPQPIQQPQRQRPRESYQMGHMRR
sPLA2-III inh: Blocks human group III sPLA2 activity; AID 743126; actives 0.56% (n = 370,000); QFRET BODIPY PC-A2 liposome hydrolysis, fluorescence; inhibition, % at 12.2 µM; Q9NZ20;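 active = inhibition above mean plus 3 SD of compounds lying within the high and low control bounds, cut at about 19% in these data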;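 also: 0% = median of test compound wells and 100% = no enzyme DMSO wells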
ssDAF12 agonist: activates DAF-12 receptor from parasite S. stercoralis; AID 652126; actives 1% (n = 370,000); activation, % at 6.8 µM; HEK293 ssDAF-12/GRIP1 lit1-tk-luc reporter, luminescence; % of 3 µM dafachronic acid response;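 active = activation above the mean over all tested compounds plus 3 SD, cut at about 0.9% in these data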;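 also: 0% = DMSO-only wells and 100% = 3 µM delta7-dafachronic acid wells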
ADAM17 inh: ADAM17 inhibition, QFRET primary screen | recombinant ADAM17, EDANS/DABCYL FRET peptide cleavage | inhibition, % at 6.95 µM | actives 0.83% (n = 370,000) | AID 720648;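 active = inhibition above the mean of compounds lying between control limits plus 3 SD, set per campaign, cut at about 8.5% in these data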;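 also: 0% = DMSO-only wells as the low control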
PLC-beta3 inh: inhibitors of human phospholipase C beta3; Q01970; Purified PLC-beta3, fluorogenic substrate, fluorescence; inhibition, % at 12.2 µM; actives 0.18% (n = 370,000); AID 720704; in the data active = inhibition above about 11%;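 also: 0% = median of compound wells on plate and 100% = full blocker control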
DAX1 inh-2: NR0B1 (DAX1) inhibition; P51843; HEK293 Gal4-DAX1 luciferase reporter, luminescence; inhibition, % at 6.75 µM; actives 0.99% (n = 340,000); AID 504766;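 active = inhibition above the mean over all tested compounds plus 3 SD, cut at about 4.2% in these data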;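 also: 0% = DAX1-transfected cells with DMSO and 100% = empty-vector control cells with DMSO; inhibition shows as a rise in luminescence from relieved DAX1 repression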
Target sequence (P51843 207-470 limits assumed): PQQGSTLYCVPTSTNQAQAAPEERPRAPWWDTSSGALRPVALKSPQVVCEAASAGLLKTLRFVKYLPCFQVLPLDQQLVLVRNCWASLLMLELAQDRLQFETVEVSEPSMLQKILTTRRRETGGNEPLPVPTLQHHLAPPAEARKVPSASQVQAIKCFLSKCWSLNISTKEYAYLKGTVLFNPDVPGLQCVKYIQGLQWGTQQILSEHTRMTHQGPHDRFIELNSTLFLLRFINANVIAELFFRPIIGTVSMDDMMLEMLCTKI
FXN GAA850 act: activators of GAA850 frataxin (FXN) promoter | actives 0.56% (n = 360,000) | activation, % at 6 µM | HEK293 lucGAA850 FXN promoter luciferase reporter, 24 h; percent of 10 µM SAHA response | AID 540364;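 active = activation above the average of all compounds screened plus 3 SD, cutoff fixed separately per campaign, cut at about 7.5% in these data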;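 also: 0% = DMSO wells and 100% = 10 µM SAHA wells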
hgDAF-12 ag: agonists of H. glycines DAF-12 nuclear receptor | HEK293 GAL4-hgDAF12 UAS-luciferase reporter, agonist luminescence; normalized to butyrate control | activation, % at 6.8 µM | actives 1.8% (n = 370,000);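 active = activation above a cutoff set at the mean of all screened compounds plus 3 SD, cut at about 10% in these data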;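 also: 0% = DMSO wells and 100% = sodium butyrate wells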
PLC-gamma1 inh: PLC-gamma1 (human) inhibition, primary screen; actives 0.84% (n = 370,000); purified PLC-gamma1, fluorogenic substrate, fluorescence; inhibition, % at 12.2 µM; P19174; in the data active = inhibition above about 9.5%
* hit, by the source's call; . = no result given. Compounds as they come; about 6.9% have a hit in one of these screens.

SMILES	DAX1 inh-1	hcDAF12 agonist	ADAM10 inh	sPLA2-III inh	ssDAF12 agonist	ADAM17 inh	PLC-beta3 inh	DAX1 inh-2	FXN GAA850 act	hgDAF-12 ag	PLC-gamma1 inh
C[C@H](CO)N1C[C@H](C)[C@@H](CN(C)S(=O)(=O)c2cn(C)cn2)Oc2c(NC(=O)Nc3ccc(C(F)(F)F)cc3)cccc2C1=O	-0.3	-1.3	11.1	-11.6	-1.3	-2.3	2.3	3.9	-0.8	0.7	0.7
CCN(CC)CCOC(=O)c1ccc(N/C=C(/C#N)c2nc(-c3ccc4c(c3)OCO4)cs2)cc1	-0.7	-1.2	-5.2	-15.3	-0.8	-3.3	-15.7	-1.1	4.5	0.9	-4.9
O=C(c1ccc2nc(N3CCCCC3)sc2c1)N1CCN(c2ccccn2)CC1	0.5	1.1	-14.4	-1.7	-1.1	-1.1	-4.3	0.8	1.7	1.7	-1.6
Cc1ccc(/C=N/c2sc3c(c2C#N)CCC3)o1	0.2	0.8	-1.2	0.1	-0.8	-2.7	-11.9	0.4	1.6	-1.2	-8.7
CCc1ccc(NC(=O)N2CCCCCC2)cc1	5.2*	3.8	-3.3	5.8	-0.3	-5.2	-10.6	3.6	1.1	4.0	-1.6
CCN1CCN(CC(=O)n2c3c(c4ccccc42)CC(C)CC3)CC1 (stereo not given)	-0.4	0.4	-27.2	0.6	-0.8	-1.4	-64.8	-0.5	1.2	-2.5	-52.0
Cc1ccc(NC(=O)C2CC(=O)N(c3ccc4c(c3)OCCO4)C2)nc1 (stereo not given)	-0.8	-0.3	-8.0	6.0	-1.1	-2.9	-12.4	0.1	-0.4	-1.2	2.1
CCCc1cc(=O)[nH]c2nnc(SCC(=O)Nc3cccc(NC(C)=O)c3)n12	3.0	1.2	-2.1	-0.7	-0.9	-4.1	-14.1	-1.1	1.0	0.7	-3.8
COc1ccc(CN2C(=O)c3ccccc3C2=O)cc1C(=O)N(C)CC(=O)Nc1c(C)cccc1C	0.2	1.8	4.3	-1.8	-0.7	2.1	-0.5	-0.8	-0.3	-1.0	1.8
COC(=O)C(NC(C)=O)(Nc1nc2ccc(S(C)(=O)=O)cc2s1)C(F)(F)F (stereo not given)	0.5	0.8	10.8	3.0	-0.9	-2.0	1.5	-0.1	3.3	2.1	-0.3
COc1cc(CC(=O)Nc2nccs2)cc(OC)c1OC	0.3	-1.2	11.8	-0.4	-1.4	4.6	-0.3	-0.8	-2.9	-3.2	1.4
CCOC(=O)c1c(C)[nH]c(C(=O)CSc2nccc(C)n2)c1C	0.9	1.2	-8.8	-11.1	-1.2	-3.2	-2.7	0.9	6.3	10.3	-2.2
Cc1ccccc1NC(=O)c1ccc(OCc2c(C)noc2C)cc1	-0.7	0.1	-13.0	8.9	-1.5	-0.8	-8.8	0.1	-3.1	-2.4	-0.7
COc1ccc(C(=O)c2sc3nc(C)cc(-c4cccs4)c3c2N)cc1OC	-0.7	0.4	0.2	3.6	-1.6	1.9	-326.2	-2.4	2.1	-2.8	-259.3
COC(=O)Nc1ccccc1C(=O)N1CCCCC1	-0.3	-0.2	-5.3	1.1	-0.5	-1.8	-3.4	0.6	-1.0	-1.0	-4.5
CC(C)OCP(=O)(c1ccccc1)c1ccccc1	0.2	0.4	10.8	2.8	-1.2	-2.3	7.2	1.8	-2.6	-1.8	1.9
Cc1cc(C)c(NC(=O)CC(C)(C)C)c(Cl)c1	0.1	-1.3	9.1	3.6	-1.4	-0.1	1.8	-0.5	0.2	0.8	0.6
Cc1ccc(S(=O)(=O)N2CCC(C(=O)NC3CCCC3)CC2)cc1Cl	0.0	-0.3	-0.4	-0.9	-1.0	0.0	4.6	-0.6	-1.1	-1.1	0.5
CC(C)NC(=O)c1ccc(-n2c(=S)[nH]c3ccccc3c2=O)cc1	-0.2	-1.4	6.7	5.9	-1.3	0.4	-9.6	.	.	-3.3	1.4
COc1ccccc1C(=O)N/C(=C\c1cn(C)c2ccccc12)C(=O)NCCCn1ccnc1	0.6	2.2	-4.0	-2.2	0.5	-4.3	-18.4	0.0	2.0	1.1	-8.5

The closing six compounds of the section before open the next one:
SMILES	DAX1 inh-1	hcDAF12 agonist	ADAM10 inh	sPLA2-III inh	ssDAF12 agonist	ADAM17 inh	PLC-beta3 inh	DAX1 inh-2	FXN GAA850 act	hgDAF-12 ag	PLC-gamma1 inh
COC(=O)Nc1ccccc1C(=O)N1CCCCC1	-0.3	-0.2	-5.3	1.1	-0.5	-1.8	-3.4	0.6	-1.0	-1.0	-4.5
CC(C)OCP(=O)(c1ccccc1)c1ccccc1	0.2	0.4	10.8	2.8	-1.2	-2.3	7.2	1.8	-2.6	-1.8	1.9
Cc1cc(C)c(NC(=O)CC(C)(C)C)c(Cl)c1	0.1	-1.3	9.1	3.6	-1.4	-0.1	1.8	-0.5	0.2	0.8	0.6
Cc1ccc(S(=O)(=O)N2CCC(C(=O)NC3CCCC3)CC2)cc1Cl	0.0	-0.3	-0.4	-0.9	-1.0	0.0	4.6	-0.6	-1.1	-1.1	0.5
CC(C)NC(=O)c1ccc(-n2c(=S)[nH]c3ccccc3c2=O)cc1	-0.2	-1.4	6.7	5.9	-1.3	0.4	-9.6	.	.	-3.3	1.4
COc1ccccc1C(=O)N/C(=C\c1cn(C)c2ccccc12)C(=O)NCCCn1ccnc1	0.6	2.2	-4.0	-2.2	0.5	-4.3	-18.4	0.0	2.0	1.1	-8.5
CCOC(=O)N1CCN(C(=O)c2cnn(-c3ccccc3)c2NC(=O)c2ccccc2F)CC1	0.3	-1.3	4.5	-1.9	-1.3	-0.1	0.7	0.8	0.7	-0.4	1.9
CC1CCCCC1NC(=O)CO/N=C/c1ccc(OC(F)F)cc1 (stereo not given)	-1.0	-1.7	-11.9	2.0	-1.3	-1.4	-4.7	-0.9	-0.7	-1.2	0.3
CC1(C)O[C@@H]2[C@H](O1)[C@@H](COS(=O)(=O)O)O[C@H]2n1cnc2c(=O)[nH]cnc21	0.4	-1.0	8.5	7.5	-1.0	-2.2	1.5	-0.2	1.2	0.2	1.7
CCCCN1C(=O)C2C3C=CC(C2C1=O)C1C2C(=O)N(CCCC)C(=O)C2C31 (stereo not given)	0.1	0.9	-76.2	12.1	-0.8	-2.0	0.2	-0.9	1.3	-1.3	5.1
Cn1ccc(NS(=O)(=O)c2cc(Br)ccc2Br)n1	0.1	-0.9	-4.7	2.4	-1.6	0.0	-3.7	1.1	0.7	0.4	3.5
Cc1ccccc1C(=O)NC(CC(C)C)C(=O)NN1C(=O)c2ccccc2C1=O (stereo not given)	-0.3	-0.1	6.8	-2.6	-1.4	4.3	1.2	-0.4	2.4	0.7	1.7
COC(=O)CCCNC(=O)CC1C(=O)NCCN1Cc1ccoc1 (stereo not given)	0.3	0.0	8.3	11.8	-1.2	-3.7	-1.2	-0.6	2.0	-2.3	-7.5
CCOc1ncccc1C(=O)NNC(=O)c1csc(N2CCOCC2)n1	-0.2	-0.3	2.0	7.1	-0.9	-3.7	-7.6	-0.9	0.9	1.6	0.5
CCOC(=O)C1=C(C)N(c2ccc(C)c(C)c2)C(=O)/C1=C\c1ccco1	-0.1	-0.1	-3.5	0.9	-1.0	-4.6	-6.2	-0.2	2.7	1.5	-5.2
CCN1CCN(C(=O)c2cc(COc3ccc(F)c(F)c3)on2)[C@@H](C)C1=O	-0.9	1.7	-4.1	-2.2	-0.9	1.8	1.7	-0.5	1.7	2.9	1.0
Cc1cc(/C=N/NC(N)=S)c(C)n1-c1cccc(Cl)c1	-0.7	-1.1	-17.6	0.9	-1.4	-4.2	-14.5	0.5	0.4	-2.5	-12.3
O=C1c2cccc3c([N+](=O)[O-])ccc(c23)C(=O)N1CCc1ccccn1	-0.2	2.9	-1.4	1.4	0.5	-1.1	-31.4	-2.4	0.9	0.4	-16.1
COc1ccc(OCCCC(=O)Nc2ccc3c(c2)OCCO3)cc1	-0.5	-0.2	5.8	-10.1	-1.6	0.0	-3.3	-1.4	-0.1	-1.3	-2.2
CCCOc1ccc(C(=O)NCCO)cc1	-0.6	-1.2	1.5	-0.5	-1.2	-3.2	6.2	-0.1	0.2	-1.8	2.1
CC1(C(=O)Nc2ccc(Cl)c(C(F)(F)F)c2)Cc2c(-c3ccc4c(c3)OCO4)ccnc2O1 (stereo not given)	-0.3	0.3	-2.9	9.4	-1.3	-1.7	-1.0	.	-2.5	-2.0	2.9
COc1ccc(/C=N/NC(=O)Cc2csc(Nc3cccc(C(F)(F)F)c3)n2)c(OC)c1	-0.9	-1.3	24.9*	-23.6	-1.9	5.5	-6.0	-0.3	-1.1	0.7	-4.3
CCCCCCCCN1C(=O)[C@@H](CC(=O)NCc2ccc(OC)c(OC)c2)C[C@@]2(C(=O)OC)C1=C[C@H](C1CCCC1)O[C@@H]2C	0.3	-1.0	-4.7	-12.8	-0.6	2.6	2.6	.	.	-0.8	2.6
COc1ccccc1C(=O)OCc1ccc2sc(C)nc2c1	-0.5	-0.4	0.2	-0.8	-0.9	-5.3	-3.6	-0.5	4.5	2.7	-3.6
CN(C)S(=O)(=O)c1ccc(N2CCCC2)c(C(=O)Nc2nc3ccccc3s2)c1	1.2	4.0	-10.1	-12.5	1.9*	-1.1	-6.6	-0.7	0.0	3.0	-4.7
COc1ccc(S(=O)(=O)N2CCCC2CNC(=O)C(=O)NCc2ccc3c(c2)OCO3)cc1 (stereo not given)	-1.5	-1.2	-9.9	2.8	-1.5	-0.4	-8.0	-0.7	0.3	0.7	7.5
O=C(NCc1ccc(F)cc1)c1ccc2c(c1)S(=O)(=O)c1ccccc1C2=O	-0.2	-0.1	12.7	-7.3	-1.2	4.3	1.7	0.5	-1.6	1.5	0.6
Cc1ccc(CNC(=O)C2CCC(=O)N(Cc3ccc(Cl)cc3)C2)cc1F (stereo not given)	-1.8	-1.4	-9.8	-2.7	-1.0	-5.1	-7.9	-0.4	0.1	-1.1	-4.0
CC(C)(C)c1ccc(OCCCCCCN2CCNCC2)cc1	-0.5	0.6	-4.4	23.3*	-1.3	-3.5	-6.7	-0.3	-2.3	2.4	0.5
CC(=O)c1ccc(S(=O)(=O)NC2CC(=O)N(c3ccc(C)cc3)C2)cc1 (stereo not given)	0.1	-1.6	-12.7	4.1	-1.2	-7.3	-4.0	-0.7	-1.1	1.9	1.4
O=C(COC(=O)CN1C(=O)c2cccc([N+](=O)[O-])c2C1=O)NC1CCS(=O)(=O)C1 (stereo not given)	-0.1	-0.7	5.9	2.6	-1.5	-4.8	-10.7	-0.5	2.2	-0.7	-3.2

Complete entries from above. Order of screens: DAX1 inh-1, hcDAF12 agonist, ADAM10 inh, sPLA2-III inh, ssDAF12 agonist, ADAM17 inh, PLC-beta3 inh, DAX1 inh-2, FXN GAA850 act, hgDAF-12 ag, PLC-gamma1 inh
`CC1(C(=O)Nc2ccc(Cl)c(C(F)(F)F)c2)Cc2c(-c3ccc4c(c3)OCO4)ccnc2O1` (stereo not given) across the screens: -0.3, 0.3, -2.9, 9.4, -1.3, -1.7, -1.0, ., -2.5, -2.0, 2.9
`COc1ccc(CN2C(=O)c3ccccc3C2=O)cc1C(=O)N(C)CC(=O)Nc1c(C)cccc1C` across the screens: 0.2, 1.8, 4.3, -1.8, -0.7, 2.1, -0.5, -0.8, -0.3, -1.0, 1.8
